High-throughput results from PubChem.
LDHA inh = qHTS assay for inhibitors of human lactate dehydrogenase. activity change, % (values are at about 110 or 230 µM). AID 1347041, 2019. purified LDHA, NADH/diaphorase-resazurin fluorescence; stronger effect = lower value. actives 0.15% (n = 480,000); in the data active = activity change below about -30%; inconclusive = mostly about -25% to -30%;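 note: plate controls were DMSO wells for no effect and wells without enzyme for full effect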
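Human LDH5 at 2 nM final in Tris HCl pH 7.4 with 0.06 mM NADH and 0.2 mM pyruvate, reacted 5 minutes at room temperature. Remaining NADH coupled via diaphorase/resazurin; resorufin fluorescence read at 0 and 20 minutes, normalized to enzyme-free and DMSO wells.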
Glioma ERSR ind = qHTS for Inducers of the Endoplasmic Reticulum Stress Response (ERSR) in Human Glioma: qHTS | U87-MG GRP78 promoter luciferase reporter, 16 h | Potency, µM, without a hit: at the top dose activation, hits mostly activators | actives 0.02% (n = 420,000) | AID 602332, 2012; note: potency is the fitted concentration of half-maximal effect; series mostly up to about 76 µM; % of control where 0% means no effect; nearly all actives have a fitted effect of over 35% in size
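Stably transfected U87-MG glioma cells carrying a GRP78-based luciferase sensor; 16 h compound incubation. Luminescence end-point read 10 min after Bright-Glo addition at room temperature.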
RGS4 inh = Inhibitors of Regulator of G Protein Signaling (RGS) 4: qHTS; Potency, µM (doses to about 114 µM), without a hit: at the highest dose activity change, negative = inhibition, most hits filed as inhibitors; Regulator of G-protein signaling 4 (Homo sapiens), P49798; actives 0.039% (n = 390,000); Transcreener GDP fluorescence polarization, RGS4-accelerated GTP hydrolysis; note: potency is the fitted concentration of half-maximal effect; % is set by controls: 0 for no effect and ±100 for the full control effect; nearly all actives have a fitted effect of over 75% in size; some results filed as inactive show a strong effect at the top dose
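MLSMR compounds (23 nl, pin-transferred) preincubated 10 min at room temperature with a 500nM (2x) first reagent, then RGS4 at 900nM (2x) plus Transcreener GDP mix added; fluorescence polarization (620/688 nm) read before and after 90 min at 30 °C.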
D2 antagonist = HTS Assay for Allosteric Antagonists of the Human D2 Dopamine Receptor: Primary Screen for Antagonists; D(2) dopamine receptor (Homo sapiens), P14416; AID 485344, 2010; inhibition, % at 10 µM; actives 2% (n = 340,000); HEK293 TREx D2 cells, calcium flux, dopamine EC80; in the data active = inhibition above about 30%; note: 0% is about no effect
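Calcium mobilization kinetics were recorded at 1 s intervals in tetracycline-induced HEK293 T-REx D2 cells, first for 180 s after compound addition and then 180 s after EC80 dopamine.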
Vif-APOBEC3G blk = qHTS for Inhibitors of Vif-A3G Interactions: qHTS | DNA dC->dU-editing enzyme APOBEC-3G (Homo sapiens), Q9HC16 | HeLa A3G-eYFP + Vif (tagged APOBEC3G with the HIV-1 protein that degrades it), YFP fluorescence, overnight | Potency, µM (doses to about 46.1 µM), without a hit: at the top dose activity, negative = active, hits mostly inhibitors | actives 0.076% (n = 410,000);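 note: potency is the fitted concentration of half-maximal effect; % is set by controls: 0 for no effect and ±100 for the full control effect; nearly all actives have a fitted effect of over 60% in size; hits raise eYFP signal because A3G escapes Vif-driven loss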
Target sequence (Q9HC16 whole entry, looked up): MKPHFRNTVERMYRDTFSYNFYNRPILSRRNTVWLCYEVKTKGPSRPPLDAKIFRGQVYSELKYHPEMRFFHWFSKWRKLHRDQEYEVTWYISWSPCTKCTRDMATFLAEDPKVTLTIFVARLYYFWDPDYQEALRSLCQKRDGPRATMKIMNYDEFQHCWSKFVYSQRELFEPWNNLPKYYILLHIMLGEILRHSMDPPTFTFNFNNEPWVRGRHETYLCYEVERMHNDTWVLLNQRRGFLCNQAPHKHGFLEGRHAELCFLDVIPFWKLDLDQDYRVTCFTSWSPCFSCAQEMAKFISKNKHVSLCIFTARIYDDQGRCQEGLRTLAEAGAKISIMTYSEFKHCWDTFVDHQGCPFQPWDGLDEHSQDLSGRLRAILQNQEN
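HeLa cells stably expressing Vif and C-terminally eYFP-tagged A3G, seeded overnight at 37 deg C, then exposed to compound by pintool overnight at 37 deg C. Rise in yellow fluorescence (Ex 488/Em 500-530, Acumen) marks blocked Vif-driven A3G degradation.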
D2 ag = HTS Assay for Allosteric Agonists of the Human D2 Dopamine Receptor: Primary Screen for Agonists; D(2) dopamine receptor (Homo sapiens), P14416; HEK293 T-REx D2 cells, calcium flux agonist mode; activation, % at 2 µM; actives 0.53% (n = 340,000); AID 485358, 2010;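 active = activation over 3 SD above normal in the single-dose calcium agonist read, cut at about 30% in these data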; note: 0% is about no effect
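Tetracycline-induced HEK293 Trex cells with D2 receptor force-coupled to calcium signaling, plated overnight at 30 C and loaded with no-wash calcium dye. Calcium flux read kinetically for 180 s after compound addition; responses flag agonists.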
ERG Ets-DNA blk = qHTS for Small Molecule Inhibitors of the ERG Ets/DNA interaction | fluorescence polarization, His-ERG Ets domain / labelled DNA | Potency, µM (titrated, usually from 76.9 µM), for the others: at the highest dose FP activity, negative = inhibition, actives largely listed as inhibitors | actives 0.028% (n = 370,000) | AID 624246, 2012; active = well fitted inhibition curve with a large enough effect in the polarisation, with a control signal flat; inconclusive = small, poorly fitted or top-dose-only effect, or effect the other way, or a change in a side signal; inactive = no such curve, though single readings can be large or run the other way; the % refers to the polarisation;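 note: polarization taken with two DNA probes labelled with fluorescein and Texas red; potency is the fitted concentration of half-maximal effect; % of control where 0% means no effect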
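His-tagged ERG Ets domain (1 uM in the protein solution; 300mM KCl, 50mM Tris-HCl, 1mM EDTA, 1mM DTT, pH 7.5) received compound, then a probe mix of 5 nM fluorescein-DNA and 100nM Texas-615-DNA. Fluorescence polarization was read for both dyes.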
ALOX12 inh = Primary qHTS assay for inhibitors of human arachidonate 12S-lipoxygenase (ALOX12): Round 2. purified 12hLO, xylenol orange hydroperoxide absorbance. Potency, µM (titrated, usually from 108 µM), for the others: top-dose activity change, negative = inhibition, hits mostly inhibitors. actives 1.1% (n = 580,000). AID 1671190, 2021; note: potency is the fitted concentration of half-maximal effect; % is set by controls: 0 for no effect and ±100 for the full control effect
Target sequence (P18054 whole entry, looked up): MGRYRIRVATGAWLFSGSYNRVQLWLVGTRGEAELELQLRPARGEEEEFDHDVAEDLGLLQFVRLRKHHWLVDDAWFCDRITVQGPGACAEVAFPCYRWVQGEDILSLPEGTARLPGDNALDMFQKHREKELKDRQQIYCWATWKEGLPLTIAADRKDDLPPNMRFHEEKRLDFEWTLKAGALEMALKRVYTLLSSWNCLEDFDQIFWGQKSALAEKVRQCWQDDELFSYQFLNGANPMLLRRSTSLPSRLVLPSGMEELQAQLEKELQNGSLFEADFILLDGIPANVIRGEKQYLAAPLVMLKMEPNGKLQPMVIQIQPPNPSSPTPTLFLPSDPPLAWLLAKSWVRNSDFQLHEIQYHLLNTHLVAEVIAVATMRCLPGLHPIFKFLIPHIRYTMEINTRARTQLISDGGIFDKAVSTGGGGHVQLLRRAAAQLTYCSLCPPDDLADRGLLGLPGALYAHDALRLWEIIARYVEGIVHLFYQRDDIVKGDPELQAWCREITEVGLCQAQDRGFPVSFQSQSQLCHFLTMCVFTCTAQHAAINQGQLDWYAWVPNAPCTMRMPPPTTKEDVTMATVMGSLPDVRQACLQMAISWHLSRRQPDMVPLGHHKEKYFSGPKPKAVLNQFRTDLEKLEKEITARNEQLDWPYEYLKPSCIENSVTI
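Purified human 12hLO (150 nM final) in 25 mM Hepes, 0.01% Triton X-100, pH 7.0 was preincubated 15 min at room temperature with compound. Then 40 uM arachidonic acid was added, 30 min. Hydroperoxide was read by Fe-XO absorbance ratio 573/405 nm.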
Vif-A3F inh = qHTS for Inhibitors of Vif-A3F Interactions: qHTS. Potency, µM (doses to about 46.1 µM), for the others: at the top dose activity, negative = active. actives 0.2% (n = 390,000). AID 602313, 2012. HeLa A3F-eYFP + Vif (tagged APOBEC3F with the HIV-1 protein that degrades it), YFP fluorescence increase; note: potency is the fitted concentration of half-maximal effect; % of control where 0% means no effect; nearly all actives have a fitted effect of over 65% in size
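HeLa cells stably expressing Vif plus C-terminally eYFP-tagged A3F were seeded, incubated overnight at 37 deg C, dosed with compound, incubated overnight again at 37 deg C. Yellow fluorescence (Ex 488/Em 500-530) reported blocked Vif-mediated A3F-eYFP degradation.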
* = called active by the depositor; ? = inconclusive; / = no result given; & = joins results of further samples; [ ] = remark or other dose. Unless noted, calls come from the whole dose curve; as a rule, active = well fitted curve in the direction sought with a large enough effect; inconclusive = small, poorly fitted or top-dose-only effect, or another doubt; inactive = no such curve, though single readings can be large; an effect the other way counts as inactive or inconclusive. An excerpt; the hit share may differ from the screen's.

no.	SMILES	LDHA inh	Glioma ERSR ind	RGS4 inh	D2 antagonist	Vif-APOBEC3G blk	D2 ag	ERG Ets-DNA blk	ALOX12 inh	Vif-A3F inh
1	CCOC(=O)[C@@H]1[C@H]2COc3cc(OC)ccc3[C@@H]2N2C(=O)N(c3ccc(Cl)cc3)C(=O)[C@]12C	-6.4	-2.1%	9.3%	/	-1.1%	/	0.2%	10.2%	5.8%
2	O=C(c1cc2nc(-c3ccccc3)cc(-c3ccccc3)n2n1)N1CCCC1	-9.4	-0.7%	-9.2%	-8.9	-13.3%	-0.3	1.1%	-8.4%	-30.4%
3	O=C(Cn1c(CO)nc2ccccc21)Nc1ccccc1Cl	-6.2	-4.0%	3.1%	14.8	2.3%	0.0	-4.7%	-14.9%	-0.9%
4	CCCN1CCN(S(=O)(=O)c2cn(C)nc2C)CC1	0.2	6.2%	21.8%	-2.6	2.4%	1.0	-6.9%	?	0.6%
5	Cc1ccc(S(=O)(=O)N2CCN(C)CC2)cc1C	-1.4	-3.8%	-18.3%	12.2	-0.2%	1.6	18.7%	?	7.3%
6	COc1cccc(Oc2nc3c(c(=O)n(Cc4ccccc4Cl)c(=O)n3C)n2C)c1	-1.3	-1.5%	-8.1%	/	4.2%	0.5	-3.2%	-15.0%	0.2%
7	O=C1C(Cc2ccccc2)Nc2ncnc(N3CCCCC3)c2N1Cc1ccc(Cl)cc1 (configuration not stated)	-1.4	0.5%	-34.5%	0.7	-12.5%	1.3	7.1%	/	-5.9%
8	COc1ccc(NC(=O)Cc2nnc(SCC(=O)NC3CCCC3)n2C)cc1	2.3	-1.8%	-7.3%	6.7	0.8%	0.3	-4.3%	2.5%	-13.5%
9	Cc1cc(C)cc(OCC(=O)N/N=C\c2cn(C)nc2C)c1	-4.6	-4.4%	0.3%	-7.7	1.1%	0.5	8.8%	-6.3%	4.3%
10	CN(C)c1ccc(C(CNC(=O)c2ccco2)N2CCCC2)cc1 (configuration not stated)	-0.8	-3.5%	-4.7%[56.9 µM]	-4.0	-0.9%	-0.5	-4.2%	9.0%	7.1%
11	FC(F)(F)c1ccc(NCc2ccccn2)nc1	-4.2	9.3%	28.8%	/	2.7%	/	-1.9%	0.0%	-3.1%
12	COc1ccc(N2CCC(CNC(=S)Nc3cc(C)cc(C)c3)C2)cc1 (configuration not stated)	12.5	0.0%	-25.7%	-14.4	-1.3%	-2.7	1.8%	?	1.6%
13	CS(=O)(=O)N(CC(=O)NCc1ccccc1)c1ccc(Cl)cc1	-0.8	1.1%	-10.8%	0.1	1.6%	-0.9	26.8%	0.0%	-3.8%
14	CC(C)(C)c1cc2nc(N)nc(N)n2n1	-4.0	-2.6%	-9.4%	-14.5	-4.0%	2.1	-5.9%	113.4%[activator]	2.7%
15	CC1CCN(S(=O)(=O)c2ccc(Oc3ccc([N+](=O)[O-])cc3)cc2)CC1	-7.0	0.3%	9.3%	-11.6	0.2%	0.2	-2.3%	-8.4%	-0.9%
16	CCC1(C)Cc2ccccc2-c2nc(NCCO)n(-c3ccccc3)c(=O)c21 (configuration not stated)	0.7	-1.5%	16.6%	7.9	1.1%	1.1	-2.9%	?	-5.8%
17	O=C(Nc1ccc(-c2nc3ccccc3[nH]2)cc1)c1ccco1	-10.2&-7.4	4.2%&-4.0%	?	20.7	-5.0%&-0.1%	3.0	/	/	-0.6%
18	CC(C)C(=O)N1CCC1(C)C(=O)NS(=O)(=O)c1cccs1 (configuration not stated)	-6.9	3.0%	/	/	2.7%	/	/	-15.3%	/
19	O=C(Nc1cccc(-c2csc(Nc3cccc(C(F)(F)F)c3)n2)c1)c1ccccc1	-4.2	-6.8%	-37.5%	-16.8	-4.2%	0.0	18.4%	-2.4%	2.1%
20	O=C(CN1CCCCCC1)N1c2ccccc2C=Cc2ccccc21	2.0	-4.5%	-1.5%	-14.2	0.7%	-0.7	1.8%	-16.9%	-4.9%
21	COc1ccc(F)cc1-c1cc(C(=O)Nc2ccc(C)c(NS(C)(=O)=O)c2)[nH]n1	-4.1	-3.5%	/	/	-9.3%	/	/	-55.7%	/
22	O=C(N/N=C/c1ccc([N+](=O)[O-])cc1)C(=O)N1CCCC1	2.2	1.9%	7.7%	/	5.3%	/	5.0%	-0.3%	1.9%
23	CCCc1cc(=O)[nH]c(SCCOc2ccc(Cl)cc2)n1	0.0	-1.1%	-6.6%	13.1	-4.7%	-0.8	-10.9%	-3.6%	-1.3%
24	S=C1NCCNC(=S)NCCOCCOCCOCCN1	-3.2	-5.0%	-16.0%	-2.6	-0.3%	0.5	-4.2%	-4.9%	-8.1%
25	CCSC(=O)CCCCCCCCCCCO	4.1	-0.7%	-13.3%[11.4 µM]	6.6	-1.3%	-0.4	2.9%	0.0%	1.2%
26	O=[N+]([O-])c1ccc(F)cc1Oc1nc(-c2cccnc2)nc2ccccc12	-4.0	-8.7%	-39.7%	-0.2	-5.9%	-1.0	-2.6%	-9.8%	-7.1%
27	CC(C)(C)NC(=O)CN(C(=O)CS(=O)CC(=O)Nc1ccc(F)cc1)c1cccc(F)c1 (configuration not stated)	-2.0	-0.5%	-0.6%	-19.4	5.2%	-0.1	-4.9%	2.9%	-14.8%
28	Cc1ccc(C(=O)N(CC(C)C)c2c(N)n(Cc3ccccc3)c(=O)[nH]c2=O)o1	-2.5	-3.0%	-5.7%	24.0	-5.9%	0.3	-11.8%	-0.6%	0.2%
29	COC(=O)c1cc(=O)c2ccc(OC)cc2o1	-1.9	-4.1%	-11.2%	-34.3	0.1%	-0.7	-7.0%	5.8%	-1.4%
30	Cc1ccc(Oc2nc3ccccc3n3c(C)nnc23)c(C)c1	-7.4	-3.3%	-1.3%	15.9	0.7%	1.3	-0.2%	0.0%	-4.1%
31	COC(=O)c1c(C)oc(C)c1S(=O)(=O)NCC1CC1	0.1	-3.3%	10.0%	-9.3	3.6%	-0.1	7.5%	0.0%	-17.3%
32	c1ccc(N2CCCCC2)c(NC2=NCCC2)c1	-5.8	-1.1%	12.1%	3.1	-4.8%	0.0	-6.3%	-14.3%	?
33	COc1cc2c(cc1NC(=O)CN1CCN(S(=O)(=O)c3ccc(C)cc3)CC1)oc1ccccc12	-3.7	-2.2%	-22.8%	41.8*	-1.4%	0.4	-1.0%	30.0%[activator]	-5.1%
34	Cc1cc(C)nc(CCNC(=O)c2cc(COc3c(F)cccc3F)on2)n1	-5.3	5.3%	-24.5%	-2.0	6.4%	-1.3	0.9%	1.9%	-14.2%
35	O=C(Cn1c(NCCO)nc2ccccc21)Nc1ccc2c(c1)OCCCO2	-7.1	-3.3%	2.6%	13.9	-0.1%	0.1	-2.7%	-11.9%	-5.9%
36	CSc1ccccc1NC(=O)C1C2CCC(C2)C1C(=O)O (configuration not stated)	-5.4	-3.1%	-15.4%	-3.3	3.0%	27.1	-2.5%	-5.3%	-19.1%
37	CN(C)c1nc(NCc2ccccc2)nc(N/N=C/c2cccc(Br)c2)n1	-12.9	2.7%	?	-34.5	-4.2%	0.1	3.2%	-17.1%	-16.6%
38	Cc1ccc(CN(C)C(=O)COC(=O)CSc2cc(C)c3ccccc3n2)cc1	-5.2	-3.0%	4.8%	-23.7	-0.5%	0.4	6.0%	-15.5%	-2.3%
39	CCOC(=O)N1CCN(Cc2nc(-c3ccc(OC)cc3)no2)CC1	1.0	-4.2%	-5.1%	/	1.4%	/	-2.4%	-18.4%	-5.2%
40	CN(CC(=O)NCc1ccco1)S(=O)(=O)c1ccc(F)cc1	-4.6	-3.1%	12.3%	-7.5	2.4%	3.4	-15.4%	4.9%	-5.0%
41	COc1ccc(C(CNC(=O)c2ccc(S(=O)(=O)N3CCOCC3)cc2)N2CCCCC2)cc1 (configuration not stated)	-12.2	-5.9%	-15.3%	/	0.3%	/	9.4%	-12.0%	1.4%
42	COc1cccc(-c2csc(NC(=O)C3CC3)n2)c1	-1.0	1.2%	-4.5%	/	0.2%	/	-0.6%	-5.3%	3.1%
43	CC1CCC(NC(=O)c2nn(C)c(=O)c3ccccc23)CC1 (configuration not stated)	1.2	4.0%	/	/	-1.2%	/	/	17.7%	-1.2%
44	COc1ccc([C@@H]2CC(=O)c3c(O)cc(O)cc3O2)cc1O	-7.3	5.4%&0.7%&4.3%	-10.6%	11.6	0.2%	2.0	10.1%	?	9.3%

Quoted from the listing:
Under D2 antagonist, `COc1cc2c(cc1NC(=O)CN1CCN(S(=O)(=O)c3ccc(C)cc3)CC1)oc1ccccc12` reads 41.8*
Under LDHA inh, `Cc1ccc(CN(C)C(=O)COC(=O)CSc2cc(C)c3ccccc3n2)cc1` reads -5.2
